# High-throughput results: PubChem BioAssay, several laboratories
# APP 5'UTR act – activates APP 5'UTR luciferase reporter; SH-SY5Y APP 5'UTR luciferase reporter, luminescence; zero percent = DMSO vehicle wells; activation, % at 2 µM; 1% of 190,000 active;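 active = activation above a set limit, based on mean plus 3 SD of controls, cut at about 140% in these data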; note: values of inactives mirror those of a sister screen read the other way
# STAT1 act – activators of IFN-gamma induced STAT1 signaling | 2.6% of 200,000 active | NIH 3T3 STAT1-luciferase reporter, luminescence; 100% = IFN-gamma alone, no compound | activation (% of control), % at 5.5 µM | AID 932;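 active = activation above the screen-wide mean activation plus 3 SD, cut at about 130% in these data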;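 note: raw ratio to IFN-gamma control signal so 100% means no change and 0% no light; values of inactives mirror those of a sister screen read the other way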
# STAT3 inh – reduces IL-6 driven STAT3 reporter signal | U3A cells, IL-6 STAT3-luciferase reporter, luminescence; host cell line lacks STAT1 | inhibition, % at 5.5 µM | 0.89% of 190,000 active;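 active = inhibition above the mean inhibition across all screened compounds plus 3 SD, cut at about 44% in these data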;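 note: 0% = DMSO only wells and 100% = 100 µM nifuroxazide control wells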
# FLuc inh counter – inhibits firefly luciferase, flagging false hits in luciferase inhibition screens; P08659; ATPLite firefly luciferase biochemical luminescence, 10 min; inhibition, % at 10 µM; 1.5% of 200,000 active; AID 1006;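 active = inhibition above about 50% when tested at 10 µM, limit read from the data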
# Target sequence (P08659 whole entry, looked up): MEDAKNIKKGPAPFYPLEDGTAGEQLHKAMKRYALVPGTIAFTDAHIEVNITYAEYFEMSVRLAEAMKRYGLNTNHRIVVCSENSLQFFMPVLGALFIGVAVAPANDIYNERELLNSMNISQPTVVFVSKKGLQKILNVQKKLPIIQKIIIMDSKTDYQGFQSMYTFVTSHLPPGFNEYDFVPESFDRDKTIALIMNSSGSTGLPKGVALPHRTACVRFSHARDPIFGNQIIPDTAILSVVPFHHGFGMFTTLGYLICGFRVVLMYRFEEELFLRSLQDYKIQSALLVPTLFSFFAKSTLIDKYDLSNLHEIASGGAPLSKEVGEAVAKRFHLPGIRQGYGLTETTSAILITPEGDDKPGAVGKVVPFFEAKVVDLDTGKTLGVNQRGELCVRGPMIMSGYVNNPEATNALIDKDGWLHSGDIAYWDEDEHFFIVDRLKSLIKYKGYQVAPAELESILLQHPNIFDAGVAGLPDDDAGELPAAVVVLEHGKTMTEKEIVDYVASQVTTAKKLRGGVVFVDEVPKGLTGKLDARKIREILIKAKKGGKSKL
# FLuc stim CS – affects firefly luciferase, flagging false hits in luciferase stimulation screens; P08659; ATPlite luciferase biochemical, luminescence, 10 min; 0 = ATP-free wells, 1 = DMSO control; activation factor at 10 µM; 200,000 tested, under 10 active; AID 1027;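 active = luciferase activation factor, scaled between plate controls, of at least 2 with compound at 10 µM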
#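 Material: Luciferase/luciferin reagent mix | Doses: Test compounds dosed from 2 mM stocks in 100% DMSO | Timing: 10 min incubation after luciferase reagent addition, room temperature | Measured by: Luminescence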
# APP 5UTR inh – APP translation inhibition; SH-SY5Y APP 5'UTR-luciferase reporter, luminescence; inhibition, % at 2 µM; 0.82% of 190,000 active; AID 1285;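 active = inhibition above a set limit, derived from the sample mean plus 3 SD, cut at about 45% in these data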; note: values of inactives mirror those of a sister screen read the other way
# STAT3 act – increases IL-6 driven STAT3 reporter signal; U3A cells, IL-6 STAT3-luciferase reporter, luminescence; 100% = signal with IL-6 EC80 alone; activation (% of control), % at 5.6 µM; 0.91% of 190,000 active;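 active = activation above the screen-wide mean of compound activation plus 3 SD, cut at about 130% in these data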;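 note: 0% = background luminescence of wells with medium and substrate only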
#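 Material: human STAT1-deficient U3A cells with stable STAT3-luciferase reporter / Probe or stimulus: IL-6 stimulus at 33 ng/mL final / Schedule: 1 h compound pre-exposure, 6 h IL-6 stimulation, 37 °C / Technique: luminescence / Read-out basis: percent of IL-6-only median luminescence / Control set: IL-6-only high control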
# NF-kB expr up – compounds increasing NF-kB expression in human neuronal cells. NF-kB reporter expression; hits give high values. fold change at 12.5 µM. 1.6% of 190,000 active; in the data active = fold change above about 3.3
# ROMK primary – modulators of human ROMK potassium channel; P48048; Tet-inducible ROMK, thallium flux fluorescence; actives lie on both sides; 2% of 130,000 active; B-score at 10 µM;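 active = signal ratio slope over the read window, or its plate-corrected B-score, at least 3 SD from the plate mean, either direction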;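 note: B-score of the F/F0 ratio slope over 7 to 12 s after thallium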
# Target sequence (P48048 whole entry, looked up): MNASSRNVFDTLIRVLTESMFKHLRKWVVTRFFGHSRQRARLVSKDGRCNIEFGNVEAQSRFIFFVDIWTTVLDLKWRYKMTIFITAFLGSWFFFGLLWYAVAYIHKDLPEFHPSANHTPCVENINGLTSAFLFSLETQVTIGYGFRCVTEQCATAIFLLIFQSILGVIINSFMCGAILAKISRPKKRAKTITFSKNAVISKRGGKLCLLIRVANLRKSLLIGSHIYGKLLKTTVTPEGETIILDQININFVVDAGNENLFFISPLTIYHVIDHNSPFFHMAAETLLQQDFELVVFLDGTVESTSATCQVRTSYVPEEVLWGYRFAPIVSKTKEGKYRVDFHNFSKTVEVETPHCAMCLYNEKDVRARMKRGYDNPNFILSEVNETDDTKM
# STAT1 blocker – reduces IFN-gamma driven STAT1 reporter signal | NIH 3T3 STAT1-luciferase reporter, luminescence | inhibition, % at 5.5 µM | 0.35% of 200,000 active | AID 920;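 active = inhibition above a set limit, the mean inhibition across all tested compounds plus 3 SD, cut at about 34% in these data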;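 note: 0% = IFN-gamma with DMSO and 100% = IFN-gamma with 300 µM nifuroxazide; values of inactives mirror those of a sister screen read the other way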
# * marks the source's active call; other numbers are inactive results; . = not tested or not shown.
SMILES,APP 5'UTR act,STAT1 act,STAT3 inh,FLuc inh counter,FLuc stim CS,APP 5UTR inh,STAT3 act,NF-kB expr up,ROMK primary,STAT1 blocker
CCN(CC(=O)Nc1c(C(=O)OC)[nH]c2ccccc12)c1ccc2c(c1)OCO2,11,95,-5,-1,1,-11,106,0.73,.,5
COc1ccc(CC(=O)N2CCOCC2)cc1OC,-1,96,6,-7,1.1,1,99,1,.,5
Cc1[nH][nH]c(=O)c1C=NCc1cccnc1,30,102,11,-4,1,-30,96,1,-1.2,-4
CCOC(=O)C1Cn2c(nc3c(c2=O)C2(CCCC2)Cc2ccccc2-3)S1 (configuration not stated),6,100,6,-7,1.1,-6,97,0.92,.,0
CN1/C(=C\C(=O)CSc2nnc(NCc3ccccc3)s2)C(C)(C)c2ccccc21,-1,92,0,-3,1,1,105,0.71,-0.4,10
CC(C)C1N=C2c3ccccc3N=C(SCC(=O)NCCc3ccc(S(N)(=O)=O)cc3)N2C1=O (configuration not stated),22,99,4,-1,1,-22,102,0.99,0.22,-1
CC(C)OCCCNC(=O)Cc1ccc(Br)cc1,-6,104,10,-5,1.1,6,97,1.1,0.083,-6
CCc1cccc(NC(=S)N2CCC(c3ccccc3)C2)c1 (configuration not stated),25,126,-4,8,0.9,-25,109,1.3,-0.25,-27
C[C@H](NS(=O)(=O)c1ccc(Cl)c(Cl)c1)C(=O)OCc1cc(=O)n2cc(Br)ccc2n1,15,102,-1,-20,1.2,-14,101,1.2,.,-3
O=C(CSc1nnnn1C1CCCC1)Nc1ccc2c(c1)OCCO2,-1,106,2,-1,1,1,101,1.3,0.23,-7

# Next part, starting with the last 3 of the part before.
SMILES,APP 5'UTR act,STAT1 act,STAT3 inh,FLuc inh counter,FLuc stim CS,APP 5UTR inh,STAT3 act,NF-kB expr up,ROMK primary,STAT1 blocker
CCc1cccc(NC(=S)N2CCC(c3ccccc3)C2)c1 (configuration not stated),25,126,-4,8,0.9,-25,109,1.3,-0.25,-27
C[C@H](NS(=O)(=O)c1ccc(Cl)c(Cl)c1)C(=O)OCc1cc(=O)n2cc(Br)ccc2n1,15,102,-1,-20,1.2,-14,101,1.2,.,-3
O=C(CSc1nnnn1C1CCCC1)Nc1ccc2c(c1)OCCO2,-1,106,2,-1,1,1,101,1.3,0.23,-7
CCCCCCCC#Cc1ccccc1/C=N/S(=O)c1ccc(C)cc1 (configuration not stated),-19,102,-5,-2,1,19,102,0.95,1.9,-2
O=C(O)C1CSC(c2ccc(O)c([N+](=O)[O-])c2)N1 (configuration not stated),53,103,-7,-3,1,-54,108,1.2,-0.68,-2
COC(=O)C1=NN(C(C)(C)CC(C)=O)C2C(=O)N(C3CCCCC3)C(=O)C12 (configuration not stated),25,99,10,-3,1,-25,97,1.1,.,-1
O=C(CSc1nnc2ccccn12)NCCN1C(=O)CSC1=O,-9,99,2,-5,1.1,9,104,1.1,.,1
O=C1Nc2ccc([N+](=O)[O-])cc2OC1CCN1CCOCC1 (configuration not stated),24,101,-2,-6,1.1,-24,105,1.1,0.47,-3
CCOC(=O)c1cc(C(O)(C(F)(F)F)C(F)(F)F)c(/N=C/N(C)C)o1,-1,106,-2,-3,1,1,105,0.95,.,-6
CCN(CC)c1ccc(/C=N/OCC(=O)Nc2cccc(C)c2)cc1,5,106,3,5,0.9,-5,102,0.96,.,-7
COc1ccc(-c2cc(C(=O)N3CCN(c4ccccc4)CC3)c3ccccc3n2)cc1,-75,105,-12,64*,0.4,75*,112,1.1,-1.1,-5
COC(=O)c1ccc(CSc2nc3c(cnn3-c3ccc(C)c(C)c3)c(=O)[nH]2)o1,2,102,-2,-4,1,-2,105,1.1,.,-2
CCN1CCN(C(=O)c2sc3ncnc(N4CCc5ccccc5C4)c3c2C)CC1,3,92,10,-2,1,-3,98,0.69,-1.6,9

# Individual results from the entries so far:
# Entry of `COC(=O)C1=NN(C(C)(C)CC(C)=O)C2C(=O)N(C3CCCCC3)C(=O)C12` (configuration not stated) in FLuc stim CS: 1
# Entry of `O=C(O)C1CSC(c2ccc(O)c([N+](=O)[O-])c2)N1` (configuration not stated) in NF-kB expr up: 1.2
# Entry of `O=C(CSc1nnc2ccccn12)NCCN1C(=O)CSC1=O` in APP 5UTR inh: 9
# Entry of `CCN1CCN(C(=O)c2sc3ncnc(N4CCc5ccccc5C4)c3c2C)CC1` in NF-kB expr up: 0.69
# Entry of `COc1ccc(-c2cc(C(=O)N3CCN(c4ccccc4)CC3)c3ccccc3n2)cc1` in ROMK primary: -1.1
# Entry of `CCN(CC)c1ccc(/C=N/OCC(=O)Nc2cccc(C)c2)cc1` in APP 5'UTR act: 5

# New compounds follow
SMILES,APP 5'UTR act,STAT1 act,STAT3 inh,FLuc inh counter,FLuc stim CS,APP 5UTR inh,STAT3 act,NF-kB expr up,ROMK primary,STAT1 blocker
N/C(Cc1ccc([N+](=O)[O-])cc1)=N\OC(=O)C(c1ccccc1)c1ccccc1,-8,90,13,-8,1.1,8,99,1.3,.,12
CC(C)Sc1nc2ccccc2[nH]1,7,87,8,-4,1,-7,102,1.1,-0.0043,13
COc1cccc(/C=C/C(=O)OCC(=O)NCc2ccco2)c1,-1,101,0,1,1,1,99,0.93,0.21,-1
COc1ccc(NC(=O)c2ccc3snnc3c2)cc1,51,122,13,22,0.8,-51,90,2.2,-0.76,-24
COc1ccc(OC)c(CNC(=O)c2coc(=O)c3ccccc23)c1,-3,94,-2,-6,1.1,3,103,1.1,0.31,4
NC(=O)CN1CCN(c2ccccc2F)CC1,-7,100,1,-2,1,7,104,0.93,.,2
COc1cnn(-c2ccccc2)c(=O)c1SCc1ccc(Cl)c(Cl)c1,-6,97,9,-2,1,6,97,0.83,0.35,3
CCCCNC(=O)CSc1nnc(Cc2ccccc2)n1CC1CCCO1 (configuration not stated),11,93,10,-6,1.1,-10,96,1.3,0.37,6
O=C(c1ccc(-c2cccc(C(F)(F)F)c2)o1)N1CCOCC1,13,117,8,-1,1,-13,95,2.1,-1.1,-25
O=C(O)c1sccc1SCc1ccc(Cl)cc1Cl,-3,100,-39,-1,1,3,137*,1,.,0
O=S(=O)(NCc1ccccn1)c1ccc(Cl)c(C(F)(F)F)c1,-5,97,7,-2,1,4,95,1.1,-0.65,4
Cn1c(=O)oc2cc(S(=O)(=O)N3CCC(C(=O)N4CCc5ccccc5C4)CC3)ccc21,-11,103,8,-7,1.1,11,97,1.2,.,-3
Cc1cc(C(=O)NNC(=O)CCCCC(=O)NNC(=O)c2cc(C)[nH]n2)n[nH]1,-9,96,-7,-7,1.1,9,106,1.1,0.69,5
CCCn1c(C)cc(/C=C(\C#N)C(=O)OCC(=O)NC(=O)NC(C)(C)C)c1C,-8,109,-8,7,0.9,8,111,1.1,-0.53,-10
COc1ccc(F)cc1S(=O)(=O)Nc1ccc2c(c1)OCCO2,-7,106,2,-10,1.1,7,99,1.1,.,-5
O=C(N/N=C/c1ccncc1)c1ccccc1OCc1ccc(Br)cc1,-7,85,10,4,1,7,95,0.56,0.42,17
COc1ccc(NC(=O)CSc2nc3ccccc3c(=O)n2CCCN2CCCCC2)c(OC)c1,-22,89,-7,-4,1,22,106,0.86,-2.7,4
O=C(COC(=O)c1ccc2c(c1)OCO2)Nc1ccccc1,-14,97,0,1,1,14,102,1.2,-1,2
COc1ccc(/C=C(/NC(=O)c2ccco2)C(=O)N2CCCC2=O)cc1,-18,94,2,-8,1.1,18,107,1.1,0.14,7
COc1cccc(C2CC(c3ccccc3C)n3nc(N)nc3N2)c1 (configuration not stated),11,102,-8,-7,1.1,-11,106,1.1,.,-1
CCn1c(SCC(=O)NCc2ccco2)nnc1-c1ccc(N)cc1,0,89,6,-4,1,0,98,1.1,-0.78,12
Cc1ccc(/C=C/c2ccc(=O)n(Cc3ccc(F)cc3)n2)cc1,14,97,1,-3,1,-14,103,1.2,0.4,0
Cc1cc2cccc(C)c2nc1SCC(=O)NCC1CCCO1 (configuration not stated),-12,102,1,-5,1.1,12,101,1,.,-4
COC(=O)/C(=C/c1ccco1)NC(=O)c1ccco1,4,99,4,-3,1,-4,99,0.95,0.53,1
CC[C@@H](NS(=O)(=O)c1ccc(C)cc1)C(=O)Oc1ccc2c3c(c(=O)oc2c1)CCC3,19,97,11,1,1,-19,89,0.93,0.1,6
O=C(Nc1ccc2c(c1)OCCO2)C1CC1c1ccccc1 (configuration not stated),69,117,-5,16,0.8,-69,106,1.5,.,-19
O=C1CC(c2ccco2)CC(O)=C1C=NCC1CCNCC1 (configuration not stated),-5,94,8,0,1,5,96,1.1,1.9,6
Nc1ccccc1-c1ccccc1N,-1,101,0,0,1,1,102,1.1,0.51,-3
COc1ccc(CNC(=O)C/C(C)=N/NC(=O)C(c2ccccc2)c2ccccc2)cc1,0,103,3,-2,1,0,104,1.1,0.44,-3
Cc1cccc(NC(=O)CSc2nc3nc4c(cc3c(=O)n2-c2ccccc2)CCCC4)c1,0,103,1,-1,1,0,102,1.2,.,-3
CC(=O)c1ccc(NC(=O)CN2C(=O)CCC2=O)cc1,-12,111,2,0,1,12,106,1,1.5,-12
S=C(Nc1ccc2c(c1)OCO2)N1CCN(Cc2ccco2)CC1,10,92,15,92*,0.1,-10,97,1.2,-0.89,7
COc1ccc(-c2cc(C(=O)NCCc3ccc(S(N)(=O)=O)cc3)c3ccccc3n2)cc1,11,115,-7,23,0.8,-11,112,0.98,0.022,-17
Cc1ccc(-c2cc(C(=O)NCc3cccs3)no2)cc1,-9,118,2,-2,1,9,100,2.8,.,-19
O=C(Cc1c[nH]c2ccccc12)NCc1ccco1,2,102,-7,-4,1,-2,107,1,0.13,-3
O=C(c1ccncc1)N1N=C2CCCCCC2C1(O)C(F)(F)F (configuration not stated),-8,109,-4,-8,1.1,8,106,1.7,-0.19,-11
Cn1[nH]c(C(F)(F)F)c(C=NCc2ccc(Cl)cc2)c1=O,-21,100,-4,-5,1,21,106,0.89,-0.49,-2
Cc1c(Cl)cccc1NC(=O)Nc1ccccc1C(N)=O,-19,115,22,1,1,19,85,0.55,-0.85,-16
COc1cccc(NC(=O)CSc2ncnc3c2cnn3Cc2ccccc2)c1,-7,102,11,-4,1,7,91,0.9,-0.89,-2
COC(=O)c1sc2nc(C)cc(C)c2c1N,2,115,20,4,1,-2,86,1.5,.,-18
O=[N+]([O-])c1ccc(Sc2nnnn2-c2ccccc2)nc1,-94,88,12,-7,1.1,94*,95,1.5,0.1,11
O=C1c2ccccc2NC(c2ccco2)N1O (configuration not stated),17,103,0,0,1,-17,102,1.7,0.035,-4
CCn1nc(C(=O)Nc2ccc3nc(C)sc3c2)c2ccccc2c1=O,9,89,10,5,0.9,-9,91,0.39,.,12
O=C(Nc1nccs1)c1sc2cc(Cl)ccc2c1Cl,128,146*,-34,33,0.7,-128,130,3.1,.,-52
Cc1ccc2sc(C)[n+](CCO)c2c1,5,101,8,1,1,-5,104,1.4,0.98,-2
O=C(CNC(=O)c1cccs1)NCC(=O)OCc1ccc(F)cc1,-17,102,5,3,1,17,102,1.1,0.44,-4
Cn1ncc(Cl)c1C(=O)Nc1ccc(Cl)cn1,7,114,-6,-2,1,-6,107,1.3,.,-15
O=C1c2ccccc2C(O)(Cc2ccccc2)N1Cc1ccco1 (configuration not stated),5,96,2,-8,1.1,-5,102,1.1,.,4
O=C(Nc1ccc(-c2nnc(-c3ccccc3)o2)cc1)c1ccc(Br)o1,2,111,14,.,.,-2,91,.,0.69,-6
